M1 ag = agonists of human M1 muscarinic receptor | P11229 | CHO-K1 hM1, Fluo-8 calcium fluorescence, agonist mode; 0% DMSO, 100% acetylcholine EC100 | activation, % at 3 µM | 360,000 compounds, 0.33% hits | AID 588814;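 active = activation above the run's mean compound activation plus 3 SD, cut at about 16% in these data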;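 note: peak over basal fluorescence ratio within a 140 s kinetic read after compound addition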
Target sequence (P11229 whole entry, looked up): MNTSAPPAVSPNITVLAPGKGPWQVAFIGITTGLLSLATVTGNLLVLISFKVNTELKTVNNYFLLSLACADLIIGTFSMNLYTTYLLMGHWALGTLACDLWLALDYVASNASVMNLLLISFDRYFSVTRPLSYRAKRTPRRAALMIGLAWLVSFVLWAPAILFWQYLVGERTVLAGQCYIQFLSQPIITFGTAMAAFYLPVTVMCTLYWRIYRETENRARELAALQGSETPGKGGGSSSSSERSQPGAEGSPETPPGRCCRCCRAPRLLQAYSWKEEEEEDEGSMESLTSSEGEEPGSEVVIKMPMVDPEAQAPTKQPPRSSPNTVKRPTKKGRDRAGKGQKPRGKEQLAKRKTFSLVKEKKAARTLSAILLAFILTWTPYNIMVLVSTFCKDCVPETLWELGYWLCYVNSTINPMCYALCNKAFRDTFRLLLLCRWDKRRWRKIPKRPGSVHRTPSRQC
CHRM1 antagonist = blocks human M1 muscarinic receptor. P11229. CHO-K1 hM1, Fluo-8 calcium fluorescence, ACh EC80 antagonist. inhibition, % at 3 µM. 360,000 compounds, 1.3% hits. AID 588852;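 active = percent inhibition above its own plate's cutoff, namely the mean of that plate's compound wells plus 3 SD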;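 note: peak over basal fluorescence ratio during 140 s after agonist addition; 0% = ACh EC80 plus DMSO and 100% = DMSO alone without agonist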
CHRM1 PAM = potentiates human M1 receptor response to acetylcholine; P11229; CHO-K1 hM1, Fluo-8 calcium fluorescence, ACh EC20; 0% = ACh EC20, 100% = maximal ACh; activation, % at 3 µM; 360,000 compounds, 0.088% hits; AID 588819; in the data active = activation above about 19%, passing the limit was not always enough
CHO-K1 Ca ag = nonselective activator or artifact in parental CHO-K1 cells; Fluo-8 calcium fluorescence; scaled to maximal ATP response, vehicle zero; activation, % at 3 µM; 360,000 compounds, 0.48% hits; AID 602248; in the data active = activation above about 15%;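 note: untransfected CHO-K1 host cells lacking M1 receptor as counterscreen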
CHO-K1 Ca antag = counter-screen for M1 antagonists: effect in parental CHO-K1 cells; AID 602250; ATP-induced calcium, Fluo-8 fluorescence; 360,000 compounds, 0.6% hits; inhibition, % at 3 µM;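 active = inhibition above a per-plate cutoff, the plate's mean sample inhibition plus 3 SD, cut at about 24% in these data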;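 note: 0% = DMSO plus EC80 ATP and 100% = DMSO alone without ATP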
CHO parental Ca = counter-screen: ATP calcium response change in parental CHO cells; 330,000 compounds, 0.63% hits; AID 463079; inhibition, % at 5.6 µM; parental CHO-K1, ATP-induced calcium, Fluo-8 fluorescence;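 active = inhibition above that plate's mean sample inhibition plus 3 SD, cut at about 26% in these data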;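 note: 0% = ATP-challenged DMSO wells and 100% = DMSO wells without ATP; some compounds past the cut are filed as inactive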
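Material – parental CHO cells · Reagent – ATP stimulus · Compound – single nominal dose of 5.6 µM per compound · Detection – Fluo-8 fluorescence · Read-out basis – percent inhibition of calcium signal · Controls – ATP-challenged DMSO wells low, unchallenged DMSO wells high · Repeats – no replicates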
TAAR1 antagonist = antagonists of human TAAR1; Q96RJ0; CHO RD-HGA16 TAAR1, Fluo-8 calcium fluorescence, antagonist; inhibition, % at 3 µM; 360,000 compounds, 1.5% hits;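 active = inhibition above a per-plate cutoff, the mean inhibition of test compounds on that plate plus 3 SD, cut at about 49% in these data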;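 note: 0% = DMSO plus EC80 beta-PEA response and 100% = DMSO alone without agonist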
Target sequence (Q96RJ0 whole entry, looked up): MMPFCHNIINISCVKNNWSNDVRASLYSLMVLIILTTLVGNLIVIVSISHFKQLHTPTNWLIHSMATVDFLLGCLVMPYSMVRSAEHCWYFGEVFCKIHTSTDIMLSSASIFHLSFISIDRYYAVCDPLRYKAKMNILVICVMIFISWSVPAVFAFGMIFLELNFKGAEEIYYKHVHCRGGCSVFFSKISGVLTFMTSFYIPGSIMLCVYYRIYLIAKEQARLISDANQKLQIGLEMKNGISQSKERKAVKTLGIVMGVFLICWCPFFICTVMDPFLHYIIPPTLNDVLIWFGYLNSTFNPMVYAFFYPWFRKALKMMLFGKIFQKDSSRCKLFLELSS
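Material: CHO RD-HGA16 cells bearing hTAAR1; compound dosing: one-point dosing, 3 µM nominal final; schedule: dye loading 75 min at 37 °C, then 30 min room temperature; measured by: calcium fluorescence with Fluo-8; control set: vehicle and agonist controls; replication: n of 1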
M1 PAM parental = counter-screen for M1 PAMs: effect in parental CHO-K1 cells | ATP EC20, Fluo-8 calcium fluorescence; 0% at ATP EC20, 100% at ATP max | activation, % at 3 µM | 360,000 compounds, 0.02% hits;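 active = activation above the run cutoff, the mean activation of all test compounds plus 3 SD, cut at about 40% in these data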;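 note: peak over basal fluorescence ratio in a 140 s read after ATP addition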
TAAR1 ag = human TAAR1 agonism. Q96RJ0. CHO RD-HGA16 TAAR1, Fluo-8 calcium fluorescence; vehicle wells 0%, saturating PEA agonist 100%. activation, % at 3 µM. 360,000 compounds, 0.99% hits;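 active = activation above the mean activation of all test compounds in the run plus 3 SD, cut at about 38% in these data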
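Test system: RD-HGA16 (CHO) cells co-expressing Gα16 and hTAAR1; dosing: one-point dosing at 3 µM (nominal); timing: 17-24 h seeding, 75 min 37 °C dye, 30 min RT; signal: kinetic Fluo-8 calcium fluorescence; read-out basis: % activation relative to PEA EC100 response; controls: DMSO and PEA EC100; replicates: n 1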
* = called active by the depositor; nt = no result given; & = joins results of further samples.

compound,M1 ag,CHRM1 antagonist,CHRM1 PAM,CHO-K1 Ca ag,CHO-K1 Ca antag,CHO parental Ca,TAAR1 antagonist,M1 PAM parental,TAAR1 ag
Cc1ccc2c(c1)N(CCC(=O)NCc1ccccn1)C(=O)CO2,-6,-3,9,2.4,-7,0,7,24,3
Oc1ccc(O)c(C=NNC(=S)NC2CC3CC2C2C=CCC32)c1 (stereo unspecified),-1,-14,7,1.0,-7,nt,-10,9,8
CC(=O)N(c1ccc(C)cc1)C1C=CS(=O)(=O)C1 (stereo unspecified),-3,-6,0,0.4,24*,-2,-1,-4,0
Cc1ccc(NC(=O)c2ccc(CSc3nnc(C)s3)cc2)c(C)c1,-4,-10,5,0.8,-1,-20,2,-2,-3
CNc1nc2c(C)cccn2c(=O)c1C=NCc1ccccc1,-3,5,9,0.4,-17,5,-16,24,16
Cc1cn([C@H]2C[C@H](O)[C@@H](/C=C/C(=O)NCCCc3ccccc3)O2)c(=O)[nH]c1=O,-1,-25,3,0.4,-10,nt,-25,5,5
COc1ccc(Cl)cc1C=CC=NNC(=O)c1ccncc1,-3,-4,-1,-0.1,-6,nt,13,-3,3
CC(C)Oc1ccccc1OC1(C)CCN(Cc2ccc(OC(F)(F)F)cc2)C1 (stereo unspecified),-4,-8,5,0.7,1,nt,-17,14,6
O=C(NN1C(=O)c2ccccc2NC1c1ccc([N+](=O)[O-])o1)c1ccc([N+](=O)[O-])cc1 (stereo unspecified),-3,-1,6,3.4,-8,-14,5,10,7
Cc1ccc(Cc2cc(-c3ccc(C)cc3)n[nH]c2=O)cc1,2,-22,15,3.6,-8,-28,-24,18,-1
Cc1c(Cc2ccccc2)sc(NC(=O)C(C)(C)C)c1C(N)=O,1,-19,17,1.5,-8,-13,-19,21,-2
O=C(O)c1ccc2c(c1)ncn2C1CCCCCC1,-3,2,3,2.7,-32,6,-1,14,3
COc1ccc(N2CCN(C(CNC(C)=O)c3ccco3)CC2)cc1 (stereo unspecified),-4,-11,8,1.0,-20,-2,0,25,1
COCc1cc(=O)c2ccccc2o1,-2,-2,7,0.2,-19,3,-17,11,3
COc1ccc(CNC(=O)C(C)OC(=O)CO/N=C(\C)c2ccc3c(c2)OCO3)cc1 (stereo unspecified),-4,1,-5,1.9,-14,1,-3,7,0
CCN(CCCNC(=O)c1nn(C)c2c1CS(=O)(=O)c1ccccc1-2)Cc1ccccc1,-5,13,-3,0.0,13,-20,-29,-8,0
COc1ccc(Cl)cc1NC(=O)CCN1CCN(Cc2ccccc2)CC1,-9,5,-13,-0.4,8,-6,4,-12,-2
COc1ccc(CN2CCN(Cc3c[nH]c4ccccc34)CC2)cc1OC,0,-4,10,0.1,22,nt,-1,-9,1
CCOC(=O)C(=CNc1cc(Cl)c(-c2ccco2)c(Cl)c1)C(=O)OCC,-2,-13,12,-0.2,-11,-43,-48,5,-1
COc1ccccc1Nc1nc(N)nc(CSC(=S)N2CCCCC2)n1,-3,-10,6,-0.5,-11,-23,-6,18,-1

Compound profiles (already shown). Order of values: M1 ag	CHRM1 antagonist	CHRM1 PAM	CHO-K1 Ca ag	CHO-K1 Ca antag	CHO parental Ca	TAAR1 antagonist	M1 PAM parental	TAAR1 ag
Listed for CC(=O)N(c1ccc(C)cc1)C1C=CS(=O)(=O)C1 (stereo unspecified) = -3	-6	0	0.4	24*	-2	-1	-4	0
Listed for COc1ccc(CNC(=O)C(C)OC(=O)CO/N=C(\C)c2ccc3c(c2)OCO3)cc1 (stereo unspecified) = -4	1	-5	1.9	-14	1	-3	7	0

Next section.
compound,M1 ag,CHRM1 antagonist,CHRM1 PAM,CHO-K1 Ca ag,CHO-K1 Ca antag,CHO parental Ca,TAAR1 antagonist,M1 PAM parental,TAAR1 ag
Clc1cccc(-c2nc(NCc3cccnc3)c3ccccc3n2)c1,-2,0,-3,0.7,-5,-12,24,26,17
CCN(CC)C(=O)C1CCN(C(=O)c2oc3ccc(C)cc3c2C)CC1,0,3,0,0.0,8,-6,-13,10,1
COc1cc(/C=C2\SC(=S)N(NC(C)=O)C2=O)ccc1OC(=O)c1ccco1,-3,-12,4,1.4,-9,-6,5,15,0
CC1=NN(C(=O)CSCc2ccccc2)C(O)(c2ccccc2)C1 (stereo unspecified),2,-12,10,2.1,-9,-10,-5,25,2
CCc1cccc(NC(=O)Cn2cccc2)c1,-4,-5,1,1.0,-27,-1,-1,15,10
O=C(C1CCN(Cc2nc(Cc3cccc(F)c3)no2)CC1)N1CCOCC1,-6,-2,4,0.0,-8,-5,-10,8,2
COc1ccc(NC(=O)N2CCc3ccccc3C2)c(OC)c1,-1,-20,14,1.6,-3,1,20,3,44*
CC(=O)c1c(C)nc2ccccn12,-4,6,-4,0.5,-11,-2,10,10,5
O=C(Nc1ccccc1Cl)OCc1cncs1,-3,0,6,0.4,-25,2,-6,18,0
CN(C)S(=O)(=O)c1cccc(NC(=S)NNC(=O)c2cc3ccccc3cc2O)c1,-5,-5,9,0.5,-10,-8,-5,1,-1
O=C(NCC(=O)N(c1cccnc1)C(C(=O)NC1CCCC1)c1ccccc1F)c1ccco1 (stereo unspecified),-2,8,0,1.3,-15,5,nt,-5,nt
COc1ccc(NC(=O)NNC(=O)c2ccc3ccccc3c2O)cc1OC,-4,-14,6,0.3,-2,-2,-13,6,0
CC(C)(C)[C@H]1C=C(C(=O)NC2CC2)O[C@@H](OCc2ccc(CO)cc2)C1,-1,-19,9,-0.4,-20,3,-21,10,9
CC(CN1CCCCC1)OC(=O)c1cc2ccccc2o1 (stereo unspecified),-5,37*,-17,0.6,-4,-4,-12,10,7
COc1ccc(CCNC(=O)c2cc3c(=O)n4ccccc4nc3n(CCCN3CCOCC3)c2=N)cc1OC,-6,-4,1,0.5,-4,-18,-5,2,1
Cc1cccc(N2NC(=O)/C(=C/c3ccc(-c4ccc(Cl)c(C(=O)O)c4)o3)C2=O)c1,-9,-2,10,1.5,-15,nt,15,13,1
COc1ccc(NC(=O)Cn2nnc(C(=O)NCc3ccc4c(c3)OCO4)c2N)c(OC)c1,-1,-6,12,1.8,-13,-1,-5,8,1
CSc1ccccc1NC(=S)NCc1ccc(Cl)cc1,-2,26*,-10,1.7,-3,-13,5,13,1
COc1ccc(S(=O)(=O)NC(C)C(=O)N2CCCC2)cc1Cl (stereo unspecified),2,-18,21,-0.1,6,nt,-15,-14,12
CCCCCC#CCN1CCN(C23CC4CC(CC(C4)C2)C3)CC1,-8,32,-15,0.0,-20,-26,nt,19,nt

(next part)
compound,M1 ag,CHRM1 antagonist,CHRM1 PAM,CHO-K1 Ca ag,CHO-K1 Ca antag,CHO parental Ca,TAAR1 antagonist,M1 PAM parental,TAAR1 ag
CC(=O)C1=CCC(c2ccc(F)cc2)N(S(=O)(=O)c2ccc(C)cc2)C1 (stereo unspecified),-6&-7,3&12,-3&-3,2.4&1.9,9&12,nt,17&0,18&9,1&-2
CCOc1ncccc1C(=O)OC(C)C(=O)Nc1ccc(N2CCOCC2)cc1 (stereo unspecified),-1,2,6,0.2,6,4,-16,-6,3
Cc1ccc(CNC(=O)CNC(=O)[C@@H]2Cc3ccccc3CN2)cc1,-1,-7,15,-0.3,15,0,-6,-12,1
O=C(CN1C(=O)NC2(CCCC2)C1=O)Nc1ccccc1,-1,-8,6,0.9,-12,-18,0,12,2
CC(C)(C)c1cc(NCc2ccccn2)n2ncc(-c3ccccc3)c2n1,-2,-16,15,1.6,-10,-23,-42,20,0
C/C(=N\NC(=O)c1cccc(N/N=C(\C)c2ccco2)c1)c1ccco1,-3,-5,4,-0.4,8,nt,10,-3,1
O=C(Nc1nn[nH]n1)c1ccc(S(=O)(=O)N2CCCCC2)cc1,-3,1,2,0.1,-8,13,9,28,3
COc1cc(-c2nc(C(=O)NC3CCN(Cc4ccccc4)CC3)cc3c2[nH]c2ccccc23)cc(OC)c1OC,-8,2,-7,2.5,-3,-16,nt,12,nt
Cc1ccc(S(=O)(=O)Nc2c(C)nc3nc(C)[nH]n3c2=O)c(C)c1,0,-6,9,1.2,-9,-3,-9,11,13
Cn1cnnc1SCc1ccc(C#N)cc1,-1,-20,3,0.5,-5,-2,7,7,10
O=C(Cc1c(Cl)cccc1Cl)OCC(=O)N1CCc2ccccc2C1,-4,-8,2,0.0,-4,-24,-8,11,2
O=C1C2CC=C(Cl)CC2C(=O)N1c1ncn[nH]1 (stereo unspecified),0,-24,6,0.3,-10,-9,9,19,11
CC/C(=N\NC(=O)c1nnn(-c2nonc2N)c1-c1cccs1)c1ccccc1,2,-10,11,2.2,-9,4,12,-2,9
Cc1c(Cc2ccccc2)c(=O)oc2cc(OCC(=O)NCc3ccccn3)ccc12,-4,-17,18,0.4,3,-14,14,1,2
CC(=O)Nc1ccc(Nc2nc(-c3sc(C)nc3C)cs2)cc1,-1,-16,5,2.0,-3,-7,8,4,3
Cc1ccc(S(=O)(=O)Nc2cccc(/C=C/C(=O)O)c2)cc1,1,1,5,0.1,10,0,-4,-7,11
Cc1onc(-c2ccccc2)c1C(=O)N/N=C/c1cc(Br)c(O)c(Br)c1,-4,-11,6,0.4,-1,nt,-14,2,-1
CCOC(=O)[C@@H](C)N(C(=O)OC(C)(C)C)S(=O)(=O)N(Cc1ccccc1)[C@H](C(=O)OC)C(C)C,-8,-2,-1,0.3,-8,nt,7,5,-1
O=C(O)c1ccccc1NCc1ccco1,-3,2,0,0.2,-11,-1,-1,-14,-1
CCCC(=O)OCCn1c(Br)nc2c1c(=O)[nH]c(=O)n2C,-1,5,7,0.2,4,-8,3,-2,2

(continued)
compound,M1 ag,CHRM1 antagonist,CHRM1 PAM,CHO-K1 Ca ag,CHO-K1 Ca antag,CHO parental Ca,TAAR1 antagonist,M1 PAM parental,TAAR1 ag
CCN(CC)CCNC(=O)Cn1cnc2sc(C)c(S(=O)(=O)N3CC(C)CC(C)C3)c2c1=O (stereo unspecified),-8,3,0,0.8,-5,-11,1,6,-3
Cc1ccc(NC(=O)CCS(=O)(=O)c2cccc3nonc23)c(Cl)c1,-5,-5,3,0.9,-8,0,-40,19,2
CC(C)C1CCN(C(=O)C2CCC(=O)N(C3CCCCCC3)C2)CC1 (stereo unspecified),-4,-9,6,1.6,-5,nt,-10,6,4
COc1ccc(OC)c(-n2c(CN3CCC(C(N)=O)CC3)nc3ccccc3c2=O)c1,-5,-6,9,-0.2,0,6,4,8,6
CCN(CC(=O)Nc1ccc(NC(C)=O)cc1)CC(=O)Nc1ccc(Cl)c(Cl)c1,-3,-19,14,0.4,-15,11,7,16,-1
Cc1c(C)c2c(OCC(=O)NCc3ccccn3)cc3c(c2oc1=O)CCC(C)(C)O3,-6,-7,-6,2.4,2,-21,33,3,2
COc1ccc(S(=O)(=O)c2ccccc2)cc1NS(=O)(=O)c1cccc(C(=O)O)c1,-4,-12,11,0.1,-12,-9,-18,1,9
O=C(Nc1nc(-c2ccccc2)cs1)c1ccc(Br)o1,-3,2,-2,0.4,11,-16,43,0,9
COCCNC(=O)Cn1cc(C(=S)N2CCOCC2)c2ccccc21,-5,-19,12,0.1,-10,-11,-16,-2,-1

Compound activity (PubChem)
